GIRK2 act = GIRK2 channel activators by thallium flux. P48051. HEK293 GIRK2/NPY4 cells, thallium flux fluorescence. activation (% efficacy), % for hits at 37.5 µM. 34,000 tested, under 10 active;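 active = primary screen hit, no activity in plain HEK293 cells, and in GIRK2-only cells above 5% efficacy rising with concentration; inactive = the rest, including fluorescent compounds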;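 also: efficacy is normalized control-subtracted fluorescence 15 s after thallium addition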
Target sequence (P48051 whole entry, looked up): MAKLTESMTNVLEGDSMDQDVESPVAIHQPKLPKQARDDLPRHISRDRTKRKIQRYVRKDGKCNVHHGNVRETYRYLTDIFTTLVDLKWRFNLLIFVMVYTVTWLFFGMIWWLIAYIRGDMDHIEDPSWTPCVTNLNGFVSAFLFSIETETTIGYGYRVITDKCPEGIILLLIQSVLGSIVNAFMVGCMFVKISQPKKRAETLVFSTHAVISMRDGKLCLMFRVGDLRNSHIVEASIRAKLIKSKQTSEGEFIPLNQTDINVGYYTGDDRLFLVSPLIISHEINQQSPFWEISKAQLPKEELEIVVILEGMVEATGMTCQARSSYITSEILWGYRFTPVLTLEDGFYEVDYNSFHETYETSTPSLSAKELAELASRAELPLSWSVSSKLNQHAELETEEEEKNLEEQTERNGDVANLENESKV
Calls only; i = inactive.

#	canonical_smiles	GIRK2 act
1	CC(=O)Nc1ccc(-c2ccsc2)cc1NC(=O)Nc1ccccc1Cl	i
2	O=C1CCCC(=O)N1CCS(=O)(=O)N1CCN(c2ncccn2)CC1	i
3	COCCCNC(=O)c1cc(-c2ccco2)nc2c1c(C)nn2C1CCS(=O)(=O)C1 (stereo not drawn)	i
4	O=C(CCSc1ccccc1)NCCn1nc(-n2cccn2)ccc1=O	i
5	CC(C)S(=O)(=O)c1ccc(CC(=O)NCC2(O)CCc3ccccc32)cc1 (stereo not drawn)	i
6	C=CCNC(=O)C(=O)Nc1c2c(nn1C(C)(C)C)CSC2	i
7	Cc1ccc(C)c(S(=O)(=O)N2CC(c3nc(-c4cccc(C(F)(F)F)c4)no3)C2)c1	i
8	COc1ccccc1-c1noc(Cn2c(=O)n(CCc3ccccc3)c(=O)c3sccc32)n1	i
9	Cc1ccc(Nc2cc(C)nc(N3CCN(C(=O)c4ncccn4)CC3)n2)cc1	i
10	COc1cn(CC(=O)NCc2ccc3c(c2)OCO3)c(CSc2nnnn2C)cc1=O	i
11	O=S(=O)(c1ccccc1Cl)N1CCOC(c2ccccc2)C1 (stereo not drawn)	i
12	Nc1c(C(=O)NCc2ccco2)nnn1-c1ccc(F)cc1	i
13	CC(C)c1ccc(NC(=O)CSc2cnc3cc(S(=O)(=O)N4CCCCC4)ccc3n2)cc1	i
14	CCCSc1nnc(C)c(=O)[nH]1	i
15	CCOC(=O)CCC(=O)Nc1cccc(N2CCCC2=O)c1	i
16	COc1ccc(S(=O)(=O)N2CCN(c3ccc(N4CCOCC4)nn3)CC2)c(C)c1C	i
17	COc1cccc2sc(N(CCN(C)C)C(=O)c3cc(C)nn3C)nc12	i
18	CC(C)c1cc(=O)n(CC(=O)N2c3ccc(F)cc3CCC2C)cn1 (stereo not drawn)	i
19	Cc1cc(C)c(S(=O)(=O)N2CCN(C(=O)N3CCCC3)CC2)c(C)c1	i
20	Cc1nn(C2CCS(=O)(=O)C2)c2nc(-c3cccs3)cc(C(=O)Nc3ccccc3F)c12 (stereo not drawn)	i
21	COc1ccc(-c2csc(NC(=O)c3ccno3)n2)cc1C	i
22	CSc1nn(CC(=O)Nc2cccc(C)c2C)c(N)c1S(C)(=O)=O	i
23	CNC(=O)c1nsc(C(=O)N2CCN(c3cccc(C)c3C)CC2)c1N	i
24	COCCn1c(-n2nc(C)cc2C)nc2c1c(=O)n(CCc1ccccc1)c(=O)n2C	i
25	CCc1cccc(C)c1NC(=O)Cn1ccc2ccn(Cc3ccccc3)c2c1=O	i
26	COc1ccc(CC(=O)Nc2ccc(CC(=O)N3CCOCC3)cc2)cc1OC	i
27	CCN(CC)CCn1c(SCC#N)nc2cc(C(=O)OC)ccc2c1=O	i
28	Cn1c(-c2cccs2)nn(CCNC(=O)C2CCN(S(C)(=O)=O)CC2)c1=O	i
29	COc1cc(-c2ccc(=O)n(Cc3cccc4ccccc34)n2)cc(OC)c1OC	i
30	O=C(c1cccc(Cl)c1)N1CCN(C(=O)c2cnn3ccccc23)CC1	i
31	O=C(NCCN1CCOCC1)C(=O)NCCN1CCOC(c2ccccc2)C1 (stereo not drawn)	i
32	COc1ccc(-c2csc(CN3CCN(C(=O)NC(C)C)CC3)n2)cc1	i
33	COc1ccc(-c2ccc(=O)n(CCCNS(=O)(=O)c3cc(F)ccc3F)n2)cc1	i
34	CCCCc1ccc2c(c1)sc(=NC(=O)c1ccn(C)n1)n2CC(=O)OC	i
35	Cc1ccnc(Nc2ccc(NCCNC(=O)Cn3cnc4ccccc43)nn2)c1	i
36	O=C(NCc1ccco1)C(=O)Nc1c2c(nn1-c1cccc(Cl)c1)CS(=O)(=O)C2	i
37	CCOc1ccc(C(=O)N2CCC3(CC2)NC(=O)NC3=O)cc1OCC	i
38	CSc1cccc(-n2nnc(C(=O)OCc3ccccc3F)c2C)c1	i
39	COCCN(CC(O)CON=C1c2ccccc2-c2ccccc21)S(C)(=O)=O (stereo not drawn)	i
40	COc1cc(-c2ccc(=O)n(CC(=O)Nc3ccccc3C(F)(F)F)n2)cc(OC)c1OC	i
41	CCOc1ccccc1NC(=O)Nc1ccc2c(c1)N(C(=O)C(C)C)CCC2	i
42	COCCNC(=O)C(=O)Nc1c2c(nn1C(C)(C)C)CSC2	i
43	COC(=O)c1ccc(S(=O)(=O)N2CCN(CCn3cccn3)CC2)cc1	i
44	O=C(CSc1nc(CC(=O)N2CCN(c3ccc(F)cc3)CC2)cs1)c1ccc2c(c1)OCO2	i
45	COc1ccc(-c2nnc3ccc(OCCNC(=O)NCc4ccccc4)nn23)cc1	i
46	O=C(NCCCN1CCOC(c2ccccc2)C1)c1cccc2ccccc12 (stereo not drawn)	i
47	COc1cccc(-c2noc(CSc3nc(-c4cccc(Cl)c4)cc(=O)[nH]3)n2)c1OC	i
48	CC1CS(=O)(=O)N(c2ccc(S(=O)(=O)N3CCN(c4ccccc4)CC3)cc2)C1=O (stereo not drawn)	i
49	CCOc1ccc(C(C)(C)C)cc1S(=O)(=O)n1cccn1	i
50	CCn1nccc1C(=O)Nc1ccc2c(c1)C(=O)N(C)C2=O	i
51	O=C(Cn1c(=O)oc2ccccc21)NCC1CCN(C(=O)/C=C/c2ccco2)CC1	i
52	CC(C)Oc1ccc(C(=O)NCc2nn(C)c(=O)c3ccccc23)cc1	i
53	O=C1CC(NC(=O)CCC2CCCCC2)CN1 (stereo not drawn)	i
54	CCS(=O)(=O)N1CCCc2cc(NC(=O)NCc3cccs3)ccc21	i
55	CCOC(=O)c1c(C)cc(=O)[nH]c1C	i
56	O=C(Cc1cccs1)N1CCN(c2ccc(-c3ccccn3)nn2)CC1	i
57	Cc1[nH]c(=O)[nH]c(=O)c1CC(=O)Nc1cccc(NS(C)(=O)=O)c1	i
58	CC(=O)Nc1ccc(OCC(O)Cn2nc(C)c(Br)c2C)cc1 (stereo not drawn)	i
59	CC(C)n1c(=O)c2nscc2n(CC(=O)Nc2ccccc2Cl)c1=O	i
60	Cc1[nH]c(=O)[nH]c(=O)c1Cc1nnc(SCc2cccc(C(F)(F)F)c2)o1	i

New compounds follow.
#	canonical_smiles	GIRK2 act
61	O=C(NC1CCCCC1)N1CCC(c2nnc(-c3ccco3)o2)CC1	i
62	CN(C)S(=O)(=O)c1ccc(C(=O)Nc2ccc(OC(F)(F)F)cc2)o1	i
63	COc1ccc(C(=O)N2CCOC(c3ccccc3)C2)cc1 (stereo not drawn)	i
64	CCOCCCNC(=O)c1c(N)n(CCc2ccc(OC)cc2)c2nc3ccccc3nc12	i
65	NS(=O)(=O)c1ccc(NC(=S)NC(=O)c2ccc(Br)o2)cc1	i
66	COc1ccc(Cl)cc1NC(=O)NCC1CCN(S(C)(=O)=O)CC1	i
67	CC(C)c1ccc(NC(=O)CSc2nnc(CCn3ccc(=O)[nH]c3=O)o2)cc1	i
68	CS(=O)(=O)N1CCC(C(=O)NCc2ccsc2)CC1	i
69	COc1cn(CC(=O)Nc2ccc(Br)cc2)c(CSc2nnc(C)s2)cc1=O	i
70	O=C(Nc1sccc1-c1nc2ccccc2s1)C1CCN(S(=O)(=O)c2cccs2)CC1	i
71	COc1ccc(Cl)cc1NC(=O)C(=O)NCC(C)(O)c1ccccc1 (stereo not drawn)	i
72	CCOc1ccccc1NC(=O)c1ccc(=O)n(Cc2ccccc2Cl)c1	i
73	COCc1c(C(=O)Nc2ccc(Cl)c(Cl)c2)nnn1-c1ccc(C)cc1	i
74	O=C(Nc1cccc(F)c1)c1ccc(=O)n(Cc2ccc(C(F)(F)F)cc2)c1	i
75	COc1ccc(NC(=O)c2ccc(C(F)(F)F)cc2)cc1N1CCCCC1=O	i
76	COc1ccc(S(=O)(=O)CC(=O)Nc2nc(-c3ccccc3)c(C(C)=O)s2)cc1	i
77	Cc1cccc(-c2n[nH]n3c2nc(=O)c2ccc(C(=O)NCCc4ccc(Cl)cc4)cc23)c1	i
78	Cc1ccc(N2CCCS2(=O)=O)cc1NC(=O)Cc1ccc(F)cc1	i
79	Cc1cc(-c2nnc(NC(=O)CCS(=O)(=O)c3ccc(Cl)cc3)o2)n(C)n1	i
80	Cc1ccccc1CSc1n[nH]c(=O)c2cc(-c3ccco3)nn12	i
81	Cc1c(C(=O)NC(Cc2c[nH]c3ccccc23)C(=O)O)c(=O)oc2ccccc12 (stereo not drawn)	i
82	O=C(Nc1ccc([N+](=O)[O-])cc1)c1ccc(=O)n(Cc2ccccc2F)c1	i
83	COc1ccc(Cc2nnc(C3CCN(C(=O)NC(C)(C)C)CC3)s2)cc1	i
84	Cc1nnc2ccc(N3CCN(S(=O)(=O)Cc4ccccc4)CC3)nn12	i
85	Cc1noc(C)c1S(=O)(=O)NCCC(O)c1cccs1 (stereo not drawn)	i
86	Cc1cc(NC(=O)c2ccccc2)n(C2CCS(=O)(=O)C2)n1 (stereo not drawn)	i
87	CCn1nnc2c(N3CCN(c4cccc(C(F)(F)F)c4)CC3)ncnc21	i
88	Cc1ccc(S(=O)(=O)N2CCN(c3ccc(Nc4cccnc4)nn3)CC2)c(C)c1	i
89	O=C(NCCS(=O)(=O)N1CCN(Cc2ccccc2)CC1)c1cc2ccccc2o1	i
90	O=C(CSc1ccc(F)cc1)NCC(O)c1ccsc1 (stereo not drawn)	i
91	CN(C)C(CNC(=O)C(C)(C)C)c1ccccc1Cl (stereo not drawn)	i
92	Cc1ccccc1Cn1c(-c2ccccc2)cn2c3c(=O)n(C)c(=O)n(C)c3nc12	i
93	CN1CCN(C(CNC(=O)C(=O)Nc2ccc(F)c(Cl)c2)c2cccn2C)CC1 (stereo not drawn)	i
94	Cn1cccc1C(O)CNC(=O)C1COc2ccccc2O1 (stereo not drawn)	i
95	O=C(CSc1ccc(-c2ccco2)nn1)Nc1cc(C(F)(F)F)cc(C(F)(F)F)c1	i
96	O=C(NCCS(=O)(=O)N1CCN(Cc2ccccc2)CC1)c1ccc(F)c(F)c1	i
97	NC(=O)c1oc2ccccc2c1NC(=O)C(=O)NCc1ccc2c(c1)OCO2	i
98	O=C(CCSc1ccccc1)Nc1cc(-c2cccs2)nn1CCO	i
99	O=C1CCCC(=O)N1CCS(=O)(=O)N1CCN(Cc2ccccc2)CC1	i
100	CCOc1ccc(S(=O)(=O)Nc2ccc(CC(=O)NCc3cccs3)cc2)cc1	i
101	Cc1ccc(-c2cnn3c(NCCCn4ccnc4)cc(C)nc23)cc1	i
102	CCOC(=O)C(=O)Nc1cc(C)nn1-c1nc2c(cnn2-c2cccc(C)c2C)c(=O)[nH]1	i
103	COc1cccc(-c2ccc(=O)n(CCCC(=O)NCc3ccccc3Cl)n2)c1	i
104	CCCC(CCC)C(=O)NCCNC(=O)c1ccc(NC(C)=O)cc1	i
105	COc1ccc2sc(N(CCN3CCOCC3)C(=O)/C=C/c3ccccc3)nc2c1	i
106	COc1ccc(S(=O)(=O)NCC(C)(O)CCSC)c(C)c1 (stereo not drawn)	i
107	Cn1ccnc1N1CCN(CC(=O)NC2CCCC2)CC1	i
108	C#CC1(OCC(O)CN2CC(C)CC(C)C2)CCCCC1 (stereo not drawn)	i
109	CC(C)Cn1c(=O)c2nscc2n(CC(=O)N2CCN(c3ccccc3F)CC2)c1=O	i
110	COc1ccccc1-c1c(C)nn2c(N3CCN(C4CCCCC4)CC3)cc(C)nc12	i
111	CCOc1ccccc1NC(=O)NCC1(O)CCc2ccccc21 (stereo not drawn)	i
112	O=C(NCCCN1CCCC1=O)C(=O)NCc1ccc2c(c1)OCO2	i
113	CCCC(=O)N1CCC2(CC1)NC(=O)N(Cc1ccc(Cl)cc1)C2=O	i
114	O=C(NCCOc1ccc(F)cc1)c1ccc(Cl)c([N+](=O)[O-])c1	i
115	O=C(Cc1cccs1)N1CCN(c2cc(N3CCCC3)ncn2)CC1	i
116	Cc1cc(C)n(CCNC(=O)c2cc3ccccc3o2)n1	i
117	CN1CCN(C(CNC(=O)C(=O)Nc2ccccc2F)c2cccn2C)CC1 (stereo not drawn)	i
118	CC(C)(C)C(=O)N1CCc2ccc(NC(=O)c3ccco3)cc21	i
119	Cc1ccc(C)c(Cn2cc(C(=O)Nc3ccc([N+](=O)[O-])cc3C)ccc2=O)c1	i
120	CCOC(=O)Cc1csc(NC(=O)c2ncccn2)n1	i

Other records.
#	canonical_smiles	GIRK2 act
121	Cn1nnc2c(SCC(=O)Nc3ccc(C(F)(F)F)cc3)ncnc21	i
122	CCn1ccc(C(=O)N(CCCN2CCOCC2)c2nc3c(C)ccc(C)c3s2)n1	i
123	Cn1nc(CNC(=O)C2CC=CCC2)c2ccccc2c1=O (stereo not drawn)	i
124	CCCN(C(=O)c1cccnc1)c1ccc(C)cc1C(=O)O	i
125	O=C(CCS(=O)(=O)c1ccccc1)N1CCC2(CC1)OCCN2S(=O)(=O)c1ccccc1	i
126	Cc1ccnc(OCC(=O)Nc2ccc3c(c2)OCO3)n1	i
127	COc1ccc(NC(=O)CSc2nnnn2-c2ccccc2F)cc1	i
128	Cc1cc(NC(=O)Cc2ccc(Cl)cc2)n(-c2nc3c(cnn3-c3ccc(Cl)cc3)c(=O)[nH]2)n1	i
129	COc1ccc(C2(CNS(C)(=O)=O)CCCC2)cc1	i

Assay outcomes from PubChem BioAssay.

Some of the compounds tested, so the mix of outcomes need not match the whole.
